Bioassay records: PubChem, several laboratories
CHRM5 PAM – CHRM5 positive allosteric modulation. P08912. activation, % at 3 µM. 0.3% of 360,000 active. AID 624038. CHO-K1 hM5, Fluo-8 calcium, ACh EC20 PAM; 0% = ACh EC20, 100% = ACh EC100;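 active = activation above the run cutoff, the mean activation of all test compounds plus 3 SD, cut at about 18% in these data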
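Assay system – human M5 receptor in CHO-K1 cells · Read-out – % activation, ACh-normalized · Technique – Fluo-8 calcium fluorescence · Dosing – single-point, 3 µM nominal · Incubation – Fluo-8 loading 80 min at 37 °C plus 30 min room temperature · Repeats – singlicate, one well per test compound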
CHRM4 PAM – potentiates acetylcholine response at human M4 receptor. P08173. CHO-K1 hM4/Gqi5, Fluo-8 calcium fluorescence, ACh EC20; 0% = ACh EC20, 100% = maximal ACh. activation, % at 3 µM. 0.4% of 360,000 active. AID 624126;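 active = activation above its plate's cutoff, the mean activation of sample wells plus 3 SD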; note: some results filed as inactive read as strong as hits
Target sequence (P08173 whole entry, looked up): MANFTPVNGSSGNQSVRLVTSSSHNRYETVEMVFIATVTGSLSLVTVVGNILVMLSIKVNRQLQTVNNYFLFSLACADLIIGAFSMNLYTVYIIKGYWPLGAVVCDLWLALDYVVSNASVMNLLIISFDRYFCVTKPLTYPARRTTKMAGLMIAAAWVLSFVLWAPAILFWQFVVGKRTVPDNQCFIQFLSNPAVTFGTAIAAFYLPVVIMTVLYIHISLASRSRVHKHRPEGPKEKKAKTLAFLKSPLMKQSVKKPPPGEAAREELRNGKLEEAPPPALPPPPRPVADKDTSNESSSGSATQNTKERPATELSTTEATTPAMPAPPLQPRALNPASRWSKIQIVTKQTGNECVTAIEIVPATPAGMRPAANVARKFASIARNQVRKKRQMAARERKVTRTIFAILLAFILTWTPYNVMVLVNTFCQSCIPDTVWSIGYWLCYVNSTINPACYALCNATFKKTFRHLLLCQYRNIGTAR
CHRM4 antagonist – blocks acetylcholine activation of human M4 receptor. P08173. CHO-hM4 cells, ACh EC80, Fluo-8 calcium fluorescence. inhibition, % at 3 µM. 0.73% of 360,000 active. AID 624125;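 active = inhibition above its plate's cutoff, the mean inhibition of sample wells plus 3 SD, cut at about 27% in these data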;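 note: 0% = acetylcholine EC80 with DMSO and 100% = DMSO without agonist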
M1 PAM – positive allosteric modulators of human M1 muscarinic receptor; 0.088% of 360,000 active; activation, % at 3 µM; CHO-K1 hM1, Fluo-8 calcium fluorescence, ACh EC20; 0% = ACh EC20, 100% = maximal ACh; P11229; in the data active = activation above about 19%, passing the limit was not always enough
Target sequence (P11229 whole entry, looked up): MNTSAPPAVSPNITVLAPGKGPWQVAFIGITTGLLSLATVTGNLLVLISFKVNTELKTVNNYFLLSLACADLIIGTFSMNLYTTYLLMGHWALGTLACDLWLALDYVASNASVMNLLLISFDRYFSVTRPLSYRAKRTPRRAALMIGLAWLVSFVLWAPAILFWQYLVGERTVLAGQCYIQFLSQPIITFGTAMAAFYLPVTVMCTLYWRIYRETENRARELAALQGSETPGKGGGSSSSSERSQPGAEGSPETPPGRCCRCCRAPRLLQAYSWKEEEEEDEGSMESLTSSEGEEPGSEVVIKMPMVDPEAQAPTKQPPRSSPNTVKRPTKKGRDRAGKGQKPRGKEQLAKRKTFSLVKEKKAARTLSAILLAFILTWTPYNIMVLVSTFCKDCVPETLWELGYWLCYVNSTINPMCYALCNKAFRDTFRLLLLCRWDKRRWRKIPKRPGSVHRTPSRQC
CHRM5 antagonist – CHRM5 antagonism in calcium assay; P08912; CHO-hM5 cells, Fluo-8 calcium fluorescence, ACh EC80; inhibition, % at 3 µM; 0.59% of 360,000 active;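 active = inhibition above a per-plate cutoff, the mean of that plate's test compounds plus 3 SD, cut at about 27% in these data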;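 note: 0% = acetylcholine EC80 with DMSO and 100% = DMSO without agonist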
CRFR2-BP antag – CRF-BP/CRF-R2 complex antagonism. HEK293 CRF-R2/CRF-BP, CRF-induced calcium fluorescence. inhibition, % at 11.8 µM. 0.59% of 350,000 active. AID 588475;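 active = inhibition of the ligand-induced calcium signal above about 50% at the single tested concentration, limit read from the data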
CRFBP-R2 agonist – CRF-BP/CRF-R2 complex agonism; 0.46% of 350,000 active; activation, % at 13.2 µM; AID 588473; HEK293 CRF-R2/CRF-BP, calcium dye fluorescence (FLIPR); percent of saturating CRF peptide response;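 active = activation of at least 50%, plus an integration ratio under a set limit after plate pattern correction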;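 note: plate controls were neutral control wells without compound for no effect and CRF at EC100 for full effect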
M4 ag – CHRM4 agonism in calcium assay | P08173 | CHO-K1 hM4/Gqi5, Fluo-8 calcium fluorescence; vehicle 0%, full acetylcholine response 100% | activation, % at 3 µM | 0.14% of 360,000 active;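 active = activation above the run mean over all test wells plus 3 SD, cut at about 32% in these data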;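 note: peak over basal fluorescence ratio per well then scaled between controls; 0% = DMSO wells and 100% = acetylcholine at EC100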
M5 ag – CHRM5 agonism in calcium assay. P08912. 0.19% of 360,000 active. activation, % at 3 µM. CHO-K1 hM5 cells, Fluo-8 calcium fluorescence; 0% DMSO wells, 100% maximal acetylcholine response;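 active = activation above the run's mean over test compounds plus 3 SD, cut at about 23% in these data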;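 note: signal is peak over basal fluorescence ratio across the kinetic read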
An asterisk follows results filed as active; / = not tested or not shown.

Screens in order – M5 ag | CRFR2-BP antag | M4 ag | M1 PAM | CHRM5 antagonist | CRFBP-R2 agonist | CHRM5 PAM | CHRM4 PAM | CHRM4 antagonist
COc1cc(C(=O)NCc2ccc3c(c2)OCO3)c([N+](=O)[O-])cc1OC
    1 | 4 | 2 | 8 | -3 | 2.3 | -3 | -2 | 10
CC(NC(=O)C(=O)NN=C1CCCCCC1)c1ccccc1 (configuration not stated)
    -13 | -5 | 1 | -2 | 0 | 0.0 | -6 | 0 | 0
O=C(NC1=NCCS1)c1cccc2ccccc12
    -1 | -14 | 3 | 13 | 4 | -1.4 | 7 | 10 | -12
O=C(NN1C(=O)/C(=C/c2cccs2)SC1=S)c1ccncc1
    1 | 6 | 0 | 3 | -1 | -0.7 | -3 | -3 | -6
COc1cccc(N2CCN(C(=O)c3cccnc3)CC2)c1
    0 | 6 | 1 | 0 | 11 | -1.9 | -3 | 1 | 4
CC(CCc1ccco1)N(C)S(=O)(=O)c1csc(C(N)=O)c1 (configuration not stated)
    3 | -21 | 3 | -1 | 1 | -0.6 | 0 | 0 | -14
Cn1c(N)c(C(=O)COC(=O)/C=C/c2ccccc2F)c(=O)n(C)c1=O
    6 | -10 | 6 | -1 | -5 | 0.0 | 0 | 2 | -12
CN(C)S(=O)(=O)c1ccc(S(=O)(=O)NCc2ccc3c(c2)OCO3)cc1
    1 | 12 | 3 | 4 | 2 | 0.9 | 2 | -5 | -8
Cc1ccc(OCC(=O)N/N=C/c2ccco2)cc1
    1 | 0 | -1 | 2 | 3 | -0.6 | 0 | 2 | -7
CC1(C)Cc2c(c(-c3ccccc3)nc(N3CCCC3)c2C(N)=O)CO1
    -9 | -36 | 1 | 10 | -4 | -0.3 | 0 | 5 | 0
Cc1ccc(S(=O)(=O)c2ccsc2NC(=O)c2ccccc2)cc1
    1 | 5 | 0 | 2 | 1 | 2.4 | -8 | 0 | -10
COc1ccc(C(=O)Nc2nc3ccccc3s2)cc1OC
    9 | -34 | 9 | 9 | -4 | -1.1 | -6 | -3 | -8
O=C(c1ccc(S(=O)(=O)Nc2cccc(C(F)(F)F)c2)cc1)N1CCOCC1
    4 | 4 | 7 | -1 | 16 | -0.9 | -5 | -7 | 10
CCOC(=O)C1(CC2CCCCO2)CCN(Cc2nc3ccccc3[nH]2)CC1 (configuration not stated)
    -2 | -1 | 2 | 8 | -10 | -0.1 | 5 | 5 | -6
O=C(OC1CC2CC1[C@H]1CCCCN1C2=O)N1CCCCC1 (some centres not stated)
    1 | / | 1 | / | 11 | / | -7 | 10 | -5

Sorted by the number under CRFBP-R2 agonist (ascending): three from the list above
| structure | M5 ag | CRFR2-BP antag | M4 ag | M1 PAM | CHRM5 antagonist | CRFBP-R2 agonist | CHRM4 PAM | CHRM4 antagonist |
| --- | --- | --- | --- | --- | --- | --- | --- | --- |
| COc1ccc(C(=O)Nc2nc3ccccc3s2)cc1OC | 9 | -34 | 9 | 9 | -4 | -1.1 | -3 | -8 |
| CC(CCc1ccco1)N(C)S(=O)(=O)c1csc(C(N)=O)c1 (configuration not stated) | 3 | -21 | 3 | -1 | 1 | -0.6 | 0 | -14 |
| CC(NC(=O)C(=O)NN=C1CCCCCC1)c1ccccc1 (configuration not stated) | -13 | -5 | 1 | -2 | 0 | 0.0 | 0 | 0 |

Next part
Screens in order – M5 ag | CRFR2-BP antag | M4 ag | M1 PAM | CHRM5 antagonist | CRFBP-R2 agonist | CHRM5 PAM | CHRM4 PAM | CHRM4 antagonist
O=C(COc1ccc(Br)cc1Cl)NC(=O)Nc1ccc2c(c1)OCCO2
    3 | 16 | 2 | 8 | -15 | 2.2 | 7 | 9 | -2
C[C@H](CO)N1C[C@H](C)[C@@H](CN(C)S(=O)(=O)c2ccc(F)cc2)Oc2c(NC(=O)Cc3ccccc3)cccc2C1=O
    0 | -4 | 1 | 7 | 15 | -3.0 | -2 | -5 | 3
O=C(NCCN1CCC(n2c(=O)[nH]c3ccccc32)CC1)c1ccc(F)cc1
    -5 | / | 3 | / | -6 | / | 0 | 1 | -4
Cc1ccc2[nH]c(=O)c(COC(=O)c3ccccn3)cc2c1
    3 | -18 | 1 | 5 | 6 | 0.2 | -9 | 6 | 9
Cc1oc2c(cc(NS(=O)(=O)c3ccc4c5c(cccc35)C(=O)N4)c3ccccc32)c1C(=O)OC(C)C
    -4 | -29 | 0 | -1 | 11 | -0.8 | -13 | -1 | -1
COC(=O)c1cc2c([nH]c1=O)CCCC2=O
    0 | 8 | 0 | 5 | 2 | 2.4 | 2 | 1 | -4
COc1ccc(NC(=O)c2cc(-c3ccccc3)on2)cc1OC
    3 | 8 | 3 | 0 | 6 | 0.7 | -4 | 7 | -1
CC(=O)Nc1cccc(-c2ccnc3c2CC(C)(C(=O)NC(C)C)O3)c1 (configuration not stated)
    1 | / | 1 | 12 | -1 | / | 2 | 7 | -12
CCN(CC)C(=O)c1cccc(-c2csc(C(O)c3ccco3)n2)c1 (configuration not stated)
    1 | / | 2 | 11 | 4 | / | -2 | 2 | -11
COc1ccc(OCC(=O)OCC(=O)NCC2CCCCC2)cc1
    0 | -8 | -1 | 10 | -2 | -0.8 | 10 | 6 | 1
CCS(=O)c1scc(-c2ccc(Cl)cc2)c1C#N (configuration not stated)
    -3 | -5 | 5 | 2 | 8 | -0.6 | 0 | -12 | -2
CCN1C(=O)CC(N2CCOCC2)C1=O (configuration not stated)
    0 | -15 | 0 | -7 | 4 | 0.4 | -2 | 5 | 3
CCCCCC(=O)N1C[C@H](O)[C@@H](n2cc(-c3ccc(F)cc3)nn2)C[C@@H]1c1ccc(OC)cc1
    0 | -2 | 9 | 1 | 4 | 0.5 | -2 | -1 | -6
OC(c1ccccc1)c1nc2ccccc2s1 (configuration not stated)
    0 | -4 | 0 | -9 | 2 | -0.7 | 0 | 3 | -7
CCCCCCCCN1C(=O)[C@H](CC(=O)NCc2cccc(C(F)(F)F)c2)C[C@@]2(C(=O)OC)CC(C)(C)CC=C12
    -1 | / | 0 | / | 0 | / | -5 | -1 | 0
Nc1ncnc2nc(N3CCN(C(=O)c4ccccc4)CC3)[nH]c12
    -1 | 6 | 1 | 5 | 3 | -1.1 | -2 | -1 | 5
CCN(CC)C(=O)Cn1nc(C)c2ccccc2c1=O
    -2 | 3 | 1 | 6 | 4 | 4.3 | 2 | 3 | -12
COc1ccc(NS(=O)(=O)c2cc(NC(=O)CCc3ccccc3)ccc2N2CCOCC2)cc1
    3 | -10 | 3 | -3 | 13 | -1.9 | 3 | 6 | 8
CCOc1ccc(CNC(=O)CCc2cn(C)c3ccccc23)cc1OC
    1 | -12 | 2 | 9 | 7 | 0.3 | -1 | 6 | 2
CC(=O)Nc1ccc(S(=O)(=O)N2CCc3ccccc3C2CC(=O)O)cc1 (configuration not stated)
    -2 | 16 | 0 | 8 | 6 | 0.8 | 5 | 3 | 6
COc1cc(OC)c2c(-c3ccccc3)cc(C3CCCCC3)nc2c1
    1 | -31 | 0 | 12 | 3 | 12 | 4 | 2 | -7
COc1ccc(OC)c(NC(=O)CC2SC(=Nc3ccccc3)N(CCc3ccccn3)C2=O)c1 (configuration not stated)
    1 | -22 | 6 | 8 | -5 | -2.2 | 5 | 1 | -4
Cc1ccc(-n2cnnn2)c2cccnc12
    3 | -15 | 1 | 12 | -11 | 0.7 | 5 | 6 | -11
C/C(N)=C(/C#N)C(=O)CSc1cc(C)c2cc(C)cc(C)c2n1
    2 | -8 | 4 | 10 | 4 | 2.0 | 5 | -1 | 1
O=C(C=C1CCN(c2ncc(C(F)(F)F)cc2Cl)CC1)NNC(=O)Nc1ccccc1
    -2 | 2 | 2 | 7 | -4 | 3.3 | 0 | 0 | 4
CN1C(C(=O)Nc2ncccn2)=C(O)c2ccccc2S1(=O)=O
    -3 | -3 | 1 | 9 | -13 | -2.4 | 7 | 11 | -19
CCOCC(=O)Nc1cc(C)on1
    4 | -19 | 1 | 11 | 5 | -0.6 | 6 | 9 | -9
CN(CCC1CCOCC1)C(=O)CC1C(=O)NCCN1Cc1cccc(F)c1 (configuration not stated)
    -3 | -18 | 1 | 10 | 8 | -0.6 | -4 | 6 | -9
O=C(CN1CCN(Cc2ccc(Cl)cc2)C1=O)NCCN1CCCC1
    0 | 0 | 1 | 0 | 0 | 1.1 | -1 | 1 | 6
Cc1cc(C)c2c(CC(=O)NCc3ccco3)coc2c1
    -3 | 1 | -1 | 2 | 0 | -0.1 | 1 | 1 | 5
Cc1ccc(NC(=O)CN2C(=O)NC3(CCCCCCC3)C2=O)cc1C
    1 | -13 | 2 | 7 | 6 | 1.1 | 5 | 1 | -3
O=C(NC1CCC1)C1CCC(=O)N(Cc2ccc(Cl)cc2)C1 (configuration not stated)
    1 | -10 | 1 | 10 | 6 | -1.2 | -1 | 11 | -10
CCOC(=O)N1CCC(NC(=O)c2cnc3n(c2=O)CCS3)CC1
    -1 | 6 | 1 | 6 | 0 | 6.5 | 0 | 3 | -7
CCN(CC(=O)Nc1sc2c(c1C#N)CCC(C)C2)CC(=O)NC1CCS(=O)(=O)C1 (configuration not stated)
    -1 | -13 | 3 | 0 | 11 | -2.0 | -1 | -7 | -10
CCOc1ccc(NC(=O)c2cnc3scc(C)n3c2=O)cc1
    1 | -2 | 0 | 5 | -2 | 0.1 | -5 | 4 | -4
CCOC(=O)C1CCN(S(=O)(=O)c2ccc3c(c2)CCCN3C(C)=O)CC1
    0 | 6 | 3 | 2 | 2 | -0.8 | -2 | -3 | 5
Cc1sc(NC(=O)CN(CCc2ccccc2)C(=O)C2CC2)c(C(N)=O)c1C
    -3 | 4 | -1 | 12 | 8 | -1.1 | 1 | 3 | 2
Cc1ccc(-c2cc(-c3cccc(F)c3)n[nH]2)c(O)c1
    -2 | 5 | 2 | 3 | -4 | 7.3 | 2 | 8 | -10
O=C(NCc1cccc(OC(F)(F)F)c1)C1CCC(=O)N(Cc2cccc(F)c2)C1 (configuration not stated)
    -4 | 4 | 2 | -1 | 10 | 0.6 | -7 | 2 | -6
C=CCn1c(N(C)C)nc2c1c(=O)[nH]c(=O)n2C
    1 | -8 | 1 | 2 | 1 | -0.1 | 5 | 0 | -9
O=S(=O)(NCC1CCCO1)c1ccc(Br)s1 (configuration not stated)
    -1 | -2 | 0 | -4 | -1 | -1.8 | 4 | 5 | 4
COc1ccc(N=Nc2c(N)nn(C)c2N)cc1
    -2 | 18 | 0 | 5 | -4 | -1.6 | 6 | 5 | -18
COCCN1CSC(=S)N(Cc2ccco2)C1
    0 | -2 | 0 | 2 | -9 | 1.1 | 16 | 12 | -5
O=C(N/N=C/c1ccco1)c1[nH]ncc1Br
    -5 | / | 1 | 12 | -8 | / | 0 | 16 | 1
NC(=O)c1nn(-c2ccccc2)nc1NC(=O)CN1CCCC1
    1 | 0 | 0 | 13 | 4 | -1.0 | -4 | 3 | -9
Cn1c(=O)c2c(-c3cccc(Br)c3)c(C#N)c(N)nc2n(C)c1=O
    1 | 2 | 3 | 2 | 0 | 2.1 | 4 | -2 | 0
Cc1cccc(C)c1NC(=O)CNC(=O)c1cnccn1
    1 | -12 | 1 | 11 | 7 | 0.9 | -4 | 2 | 0
CCOc1ccc(NC(=O)C2=NN(c3ccccc3)C(=O)CC2)cc1S(=O)(=O)N1CCCCC1
    5 | -7 | 3 | -2 | 1 | 3.0 | 1 | 1 | -8
O=C1CC2(CCCCC2)Oc2ccccc21
    3 | -6 | 3 | 9 | -5 | -0.5 | 4 | 12 | -2
